Screening results deposited in PubChem BioAssay by several laboratories.
MgcRacGAP inhibition: MgcRacGAP GTPase-activating activity inhibitors, confirmation, biochemical, ADP Hunter fluorescence. Rac GTPase-activating protein 1 (Homo sapiens). MgcRacGAP-stimulated Rac1 GTP hydrolysis, ADP Hunter fluorescence; higher % means a stronger effect; GST-tagged Rac1 F28L mutant substrate. inhibition, % at 30 µM, or IC50 in µM where a hit was titrated. actives 0.6% (n = 340,000);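 active = first-screen hits whose inhibition reached a set limit at any dose in the follow-up dose series; inconclusive = inhibition above the set first-screen limit but never retested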;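 note: fluorescence reports GDP produced by GAP-driven GTP hydrolysis; strong numbers were not always called active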
K1F lysis inhibition: inhibition of K1F phage lysis, E. coli UTI89, bacterial capsule biogenesis inhibitors, alamar blue (AID 488966); E. coli UTI89 K1F phage lysis, alamar blue, 2 h; higher % means a stronger effect; actives 0.02% (n = 340,000); inhibition, % at 100 µM, or IC50 in µM where a hit was titrated;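 active = phage lysis inhibition, versus mean bacterial control, above a set limit; inconclusive = no clear call, values can overlap the other calls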;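 note: capsule biogenesis inhibitors block K1F phage lysis so surviving cells raise fluorescence; higher fluorescence means more inhibition of phage lysis; actives were called in the ten point dose series up to 300 µM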
RSV CPE inhibition: RSV antiviral activity via CPE protection, HEp-2 cells, primary 10 µM value included (AID 2391) | actives 0.13% (n = 310,000) | HEp-2 cells, RSV-induced CPE inhibition; higher % means a stronger effect | CPE inhibition, % at 10 µM; hits with a dose series show IC50 in µM; in the data active = a potency from the dose series; inconclusive = CPE inhibition mostly from about 23% at the one dose, without a potency; inactive = the rest, 99 in 100 with CPE inhibition below about 21%; note: strong numbers were not always called active
NTR1 agonist: agonists of NTR1, primary screen, imaging, U2OS cells, beta-arrestin-GFP, high content (AID 493036); activation, % at 20 µM; actives 0.17% (n = 330,000); NTR1-U2OS beta-arrestin-GFP spot imaging, agonist mode; Neurotensin receptor type 1 (Homo sapiens), P30989;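 active = activation at or above 40% of the spot to cytoplasm intensity ratio, with at least 20 cells analyzed; inconclusive = wells under 20 cells, flagged as cytotoxic or low count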;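 note: 0% = DMSO without peptide and 100% = 100 nM NTR1 peptide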
Target sequence (P30989 whole entry, looked up): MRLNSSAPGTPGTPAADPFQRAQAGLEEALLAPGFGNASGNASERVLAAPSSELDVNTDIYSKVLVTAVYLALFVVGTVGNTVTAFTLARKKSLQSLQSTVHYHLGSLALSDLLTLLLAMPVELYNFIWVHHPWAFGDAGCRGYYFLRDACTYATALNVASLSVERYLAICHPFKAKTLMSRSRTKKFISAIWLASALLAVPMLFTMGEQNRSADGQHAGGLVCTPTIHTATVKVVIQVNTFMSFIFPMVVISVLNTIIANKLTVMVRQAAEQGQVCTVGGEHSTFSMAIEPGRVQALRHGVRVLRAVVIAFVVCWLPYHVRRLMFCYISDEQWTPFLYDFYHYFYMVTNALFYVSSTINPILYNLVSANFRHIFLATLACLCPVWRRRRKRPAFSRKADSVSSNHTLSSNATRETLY
T cell modulator: modulators of CD8 T cell-vesicle binding, primary screen, mouse 2C CD8+ T cells, flow cytometry. 2C CD8+ T cell-vesicle binding; active compounds read low. actives 0.068% (n = 330,000). AID 2052, 2009. calls only at 7 µM;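 active = response, share of CD8 T cells binding vesicles, and their 90th percentile fluorescence all below set limits, cut at about 80% in these data, passing the limit was not always enough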
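Also added: QL9-peptide-loaded Drosophila micro-vesicles bearing Ld, ICAM-1 and B7-1; Test system: purified 2C TCR transgenic mouse naive CD8+ T cells; Measured by: cytometric PE anti-B7-1 and Alexa647 anti-CD8 signals after 1% paraformaldehyde fixation; Timing: binding step 1.5 h, 37 °C, antibody labelling 20 min, ice.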
Myeloid diff MLP: induction of myeloid progenitor differentiation, primary screen, cell-based, flow cytometry, MLPCN library. calls only at 10 µM. AID 624256, 2012. actives 1% (n = 360,000). ER-HoxA9 myeloid progenitors, lysozyme-GFP differentiation;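 active = normalized GFP-positive differentiation at or above the plate's own cutoff, the solvent-only control mean plus 3 SD; inconclusive = no clear call, values can overlap the other calls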;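 note: cells exposed to compound for four days before flow analysis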
Salmonella PhoP GFP: inhibitors of PhoP regulon expression, primary screen, Salmonella Typhimurium, GFP reporter (AID 1863). S. Typhimurium PhoP-regulated promoter GFP reporter, 4 h; higher % means a stronger effect. inhibition, % at 50 µM, or IC50 in µM where a hit was titrated. actives 0.16% (n = 300,000);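 active = inhibition over 29.93%, a cutoff 3 SD above the screen mean, later confirmed by dose response; inconclusive = inhibition over 29.93% but no dose response follow-up; inactive = inhibition at most 29.93% or unconfirmed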;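 note: 0% = low Mg2+ inducing control and 100% = high Mg2+ repressing control; strong numbers were not always called active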
SV40 large T antigen: SV40 large T antigen inhibitors, biochemical (AID 1903) | SV40 large T antigen ATPase/helicase inhibition assay; higher % means a stronger effect | inhibition, % at 20 µM, or IC50 in µM where a hit was titrated | actives 0.39% (n = 310,000); in the data active = a potency from the dose series; inconclusive = inhibition mostly from about 32% at the one dose, without a potency; inactive = the rest, 99 in 100 with inhibition below about 32%; note: strong numbers were not always called active
TNAP activators: human TNAP enzyme activators, primary screen, biochemical, luminescent, no phosphate acceptor, uHTS (AID 1001). purified TNAP, luminescent activation assay, no phosphate acceptor; higher activation fold means a stronger effect. one-dose activation fold at 20 µM; EC50 in µM for titrated hits. Alkaline phosphatase, tissue-nonspecific isozyme (Homo sapiens). actives 0.03% (n = 200,000); in the data active = activation fold from about 3, or a potency from the dose series; inactive = the rest, 99 in 100 with activation fold below about 1.6; note: many of its hits are not listed in these tables
T cell modulator vesicle-bound %: further read-out of T cell modulator, marked with its call; double positive events, %; measured here: CD8+ vesicle-bound cell fraction;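 binding gate set so that unloaded-vesicle control wells show 10% double positive cells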
NTR1 agonist cell count 20 µM: recorded beside NTR1 agonist, whose call it bears; cell count; measured here: cell count, cytotoxicity flag
Myeloid diff MLP GFP+ MAC1+ %: also measured in Myeloid diff MLP; calls as there; GFP+ MAC1+ double positive, %; measured here: differentiation confirmed by MAC1 staining
Starred values were filed as active, the others as inactive; i = inactive; ? = inconclusive; . = no result given; + = active, no number; [ ] = dose if it differs, or a comment.

Sample of the layout (2 entries):
SMILES	MgcRacGAP inhibition	K1F lysis inhibition	RSV CPE inhibition	NTR1 agonist	NTR1 agonist cell count 20 µM	T cell modulator	T cell modulator vesicle-bound %	Myeloid diff MLP	Myeloid diff MLP GFP+ MAC1+ %	Salmonella PhoP GFP	SV40 large T antigen	TNAP activators
CCCCOc1cccc(C(=O)NC(=S)Nc2cccnc2)c1	11%	-0.1%	14%	-0.3	55	i	47	i	0.6	5%	3%	0.8
Cc1ccc(/C=C2\SC(=S)N(CCC(=O)NNC(=O)c3ccncc3)C2=O)cc1	.	.	2.1%	5.1	50	i	56	i	0.2	-5%	6%	.

Results, from the start:
SMILES	MgcRacGAP inhibition	K1F lysis inhibition	RSV CPE inhibition	NTR1 agonist	NTR1 agonist cell count 20 µM	T cell modulator	T cell modulator vesicle-bound %	Myeloid diff MLP	Myeloid diff MLP GFP+ MAC1+ %	Salmonella PhoP GFP	SV40 large T antigen	TNAP activators
CCCCOc1cccc(C(=O)NC(=S)Nc2cccnc2)c1	11%	-0.1%	14%	-0.3	55	i	47	i	0.6	5%	3%	0.8
Cc1ccc(/C=C2\SC(=S)N(CCC(=O)NNC(=O)c3ccncc3)C2=O)cc1	.	.	2.1%	5.1	50	i	56	i	0.2	-5%	6%	.
CSc1ncccc1C(=O)OCc1ccc([N+](=O)[O-])cc1	5%	0.1%	3.7%	1.6	55	i	34	i	0.6	0%	4%	1.1
COc1ccc(Cc2nnc3sc(SCC(=O)Nc4ccccc4)nn3c2=O)cc1OC	2%	0.4%[50 µM]	0.2%	0.6	46	i	53	i	0.9	3%	17%	.
Cn1c(NCCN2CCOCC2)nc2c1c(=O)n(Cc1cccc(Cl)c1)c(=O)n2C	10%	-0.1%	0.1%	0.2	45	i	57	i	1.2	6%	18%	1
CC(C)c1ccc(NC(=O)CSc2nnc(CN3CCOCC3)n2C)cc1	4%	0.0%	0.1%	1.1	56	i	22	i	2.6	-6%	17%	.
CCOC(=O)C1(Cc2cccc(Cl)c2)CCCN(C2CCN(C(C)=O)CC2)C1 (centres undefined)	2%	0.2%	-1.3%	-2.3	53	i	40	i	0.6	-5%	7%	1.1
COc1ccc(C(=O)NCc2nnc(SCC(=O)N3CCCC3)o2)cc1	10%	-0.3%	0.7%	-0.2	59	i	1	i	6.1	-8%	5%	.
O=C(NC1CCCCCCC1)c1cccnc1	5%	0.5%	1.1%	0.7	66	i	48	i	0.3	-3%	5%	.
COc1ccc2c(COC(=O)CNS(=O)(=O)c3ccccc3)cc(=O)oc2c1	5%	0.8%[50 µM]	.	0.8	58	i	49	i	0.4	.	.	.
Cc1oc2c(CN3CCC(C)CC3)c(O)ccc2c(=O)c1-c1ccccc1	4%	1.4%[50 µM]	0.2%	1.2	45	i	33	i	0.3	14%	4%	.
CC/C(=N/Nc1ccccc1)c1cnnc(SC)n1	14%	2.3%	7.8%	-1.4	42	i	14	i	0.6	0%	4%	1.1
NS(=O)(=O)c1ccc(-c2cccc(/C=C3\SC(=O)NC3=O)c2)cc1	4%	-0.7%	-0.6%	0.1	83	i	16	i	1.4	-25%	29%	.
COc1ccc(CN2CCN(C(=O)c3ccc(S(=O)(=O)N4CCCCCC4)cc3)CC2)cc1F	6%	1.4%[50 µM]	.	1.0	69	.	.	i	0.9	.	.	.
Cc1cc(C)cc(C(=O)OCC(=O)NC2CCCC2)c1	9%	0.1%	0.2%	1.0	91	i	12	i	0.0	10%	-2%	.
O=S(=O)(c1ccc2c(c1)OCCO2)N(Cc1ccc(F)cc1)Cc1nnc(-c2cccs2)o1	10%	2.7%	13%	-0.9	73	i	39	i	0.4	-2%	8%	1
CCC(Cc1ccccc1)NCc1c(C(=O)O)c(C)n(Cc2ccccc2)c1C (centres undefined)	0%	-0.5%	5.9%	0.1	37	i	9	i	0.9	1%	11%	0.8
Cc1ccc(NC(=O)C2CCN(S(=O)(=O)c3cnc[nH]3)CC2)nc1	2%	0.8%	2.3%	-3.7	84	i	46	i	1.0	-14%	4%	1.1
O=C(Nc1ccc(Oc2ccc(NC(=O)c3ccco3)c(NC(=O)c3ccco3)c2)cc1)c1ccco1	3%	-3.1%	5.2%	2.5	61	i	29	i	3.1	-12%	10%	1
Cc1ccccc1C(=O)c1c[nH]c(C(=O)NCc2ccco2)c1	9%	1.4%	1.9%	0.2	34	i	54	i	0.8	3%	6%	1
Cc1ccc(C(=O)NCC(=O)NCC(c2ccco2)N2CCCCC2)cc1C (centres undefined)	2%	-0.2%[50 µM]	.	-0.4	46	.	.	i	0.7	.	.	.
COc1ccc(-n2nnc3c(=O)n(CC(=O)Nc4cc(C)on4)cnc32)cc1OC	0%	0.2%	1.9%	-2.0	51	i	36	.	.	6%	2%	1.2
COc1cc(OC)cc(C(=O)O/N=C(\N)c2cccc(C)c2)c1	1%	-0.2%	-1.0%	5.7	107	i	60	i	0.4	0%	1%	.
O=C(NCC(c1ccco1)N1CCN(c2ccc(F)cc2)CC1)OCc1ccccc1 (centres undefined)	-13%	-0.3%	11%	0.2	35	i	3	i	1.0	19%	17%	1.2
Nc1ccc(-c2nc3ncccc3o2)cc1	12%	-0.3%	2.5%	0.6	64	i	66	i	0.6	-5%	8%	.
SMILES	MgcRacGAP inhibition	K1F lysis inhibition	RSV CPE inhibition	NTR1 agonist	NTR1 agonist cell count 20 µM	T cell modulator	T cell modulator vesicle-bound %	Myeloid diff MLP	Myeloid diff MLP GFP+ MAC1+ %	Salmonella PhoP GFP	SV40 large T antigen	TNAP activators
CC(=O)C1=C(O)CC(c2ccccc2)CC1=NCCc1ccccc1 (centres undefined)	11%	0.1%	3.5%	-0.8	47	i	41	i	0.4	-7%	2%	1.1
O=C(O)CCC(=O)N1CN2CN(C(=O)CCC(=O)O)CC([N+](=O)[O-])(C2)C1	9%	0.1%	0.2%	3.3	62	i	29	i	0.3	-14%	18%	.
CC(C)c1ccc(S(=O)(=O)N2CCC3(CC2)OCCO3)cc1	9%	0.0%	1.1%	1.7	61	i	7	i	0.7	-1%	16%	.
COc1ccc(NC(=O)NNC(=O)c2ccc(-c3ccccc3)cc2)cc1	2%	1.2%[50 µM]	0.5%	0.1	61	i	27	i	0.9	-8%	11%	.
Cn1c(CNC(=O)c2ccco2)nnc1SCC(=O)N1CCN(c2ccccc2F)CC1	1%	0.3%	0.6%	-1.4	42	i	22	i	3.6	8%	1%	.
O=C(O)C1C2CC3C(OC(=O)C31)C2Cl (centres undefined)	4%	2.1%[50 µM]	4.6%	-1.8	53	i	48	i	0.2	-12%	0%	1.1
Cc1ccc(-c2csc3ncnc(Sc4nnc(CN5CCCCCC5=O)o4)c23)cc1	13%	-1.2%	-2.9%	49*	86*	i	15	?	.	3%	21%	1.1
Cc1noc(C)c1C(=O)Nc1nccs1	6%	-0.1%	0.4%	0.6	65	i	4	i	1.6	0%	30%	.
Cc1nc(NC(=O)CSc2nnnn2C)sc1C	6%	0.5%	0.7%	-1.2	88	i	65	i	0.7	3%	8%	1.1
COc1ccc(CCCc2nnc(SCC(=O)Nc3ccc(C)c(C)c3)o2)cc1	4%	0.0%	9.9%	-0.5	41	i	11	.	.	9%	1%	1.1
Cc1ccc(OCC(=O)OCC(=O)c2ccccc2)cc1C	7%	1.1%[50 µM]	2.1%	0.8	58	i	16	i	0.6	3%	15%	.
Cc1cc(OCC(=O)Nc2c(C)n(C)n(-c3ccccc3)c2=O)ccc1[N+](=O)[O-]	16%	0.4%	0.0%	-0.4	44	i	23	i	2.2	2%	7%	.
COc1cc(/C=C/C(=O)N2CC(C)OC(C)C2)cc(OC)c1OC (centres undefined)	6%	0.2%	0.4%	-0.4	70	i	53	i	0.5	-6%	5%	.
CCN(CC)C(=O)c1sc(NC(=O)C(Sc2ccccc2)c2ccccc2)c(C(=O)OC(C)C)c1C (centres undefined)	7%	0.2%	4.0%	1.8	66	i	24	i	0.5	-1%	21%	1.1
CC1CCN(c2ccccc2N)CC1	3%	0.1%	4.5%	0.0	84	i	20	i	2.6	1%	1%	1.1
Cc1nc2cc(NC(=O)CS(=O)(=O)c3ccccc3)ccc2s1	1%	0.5%[50 µM]	-0.3%	0.8	60	i	38	i	0.2	0%	-7%	.
CCC1=C(OC(=O)N(CC)CC)N2C(=O)OC(=NCCc3c[nH]c4ccccc34)[C@]2(C)[C@H]2C1=CC[C@H]1C(=O)NC(=O)[C@H]12	8%	0.2%	-2.9%	0.5	48	i	43	i	1.9	-5%	10%	.
C=CCSC1=C(C#N)C(c2ccccc2)CC(=O)N1 (centres undefined)	11%	-0.3%	-2.1%	-2.5	80	i	39	i	2.1	2%	9%	1.1
Cc1c(/C(O)=C2\C(=O)C(=O)N(CCCN(C)C)C2c2ccccc2)cnn1-c1ccccc1 (centres undefined)	0%	0.5%	.	-1.7	78	.	.	.	.	0%	5%	1
Cc1snc(SCc2c(F)cccc2Cl)c1C#N	8%	0.4%	-0.7%	3.5	62	i	50	i	0.5	27%	-2%	.
Cc1c(C(=O)O)cnc2cc(-c3ccc(Cl)cc3)nn12	6%	-2.1%	1.6%	-1.4	87	i	41	i	3.1	-6%	16%	1.1
COC(=O)c1cc(S(=O)(=O)N2CCN(c3ccc(OC)cc3)CC2)cn1C	-2%	-0.3%	8.7%	-1.6	53	i	30	i	1.8	3%	5%	.
CC(C)C(=O)Nc1ccc(Br)cc1Cl	4%	3.4%	1.2%	0.2	92	i	34	i	0.1	-9%	9%	1.1
CC(C)N1CCN(Cc2coc3ccccc3c2=O)CC1CCO (centres undefined)	10%	0.1%	2.0%	0.1	81	i	58	i	0.1	-1%	7%	1
Cc1cccc(NC(=O)c2ccc([N+](=O)[O-])o2)c1C	7%	-0.1%	2.7%	6.7	43	i	45	+	.	-4%	-2%	1.2
Nc1cc(C(=O)OCC(=O)NC(c2ccccc2)c2ccccc2)ccc1Cl	6%	1.6%	1.0%	-2.0	59	i	26	i	0.6	-8%	4%	1

This is a random part of the collection (roughly 2.3% active in at least one column).
